Wnt act – activators of Wnt/beta-catenin signaling; Wnt/beta-catenin reporter cell assay, activator, plate reader; activation, % at 9.35 µM; actives 1.2% (n = 300,000); AID 743398; in the data active = activation above about 30%, passing the limit was not always enough;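 also: 0% = neutral control wells and 100% = positive control wells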
DAGLB inh – diacylglycerol lipase beta (human) inhibition; HEK293T DAGLB membrane lysate, EnzChek fluorogenic substrate; actives 0.059% (n = 340,000); Q8NCG7; AID 504411; inhibition, % at 5.17 µM; in the data active = inhibition above about 34%;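 also: 0% = enzyme with vehicle and 100% = wells lacking enzyme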
Target sequence (Q8NCG7 whole entry, looked up): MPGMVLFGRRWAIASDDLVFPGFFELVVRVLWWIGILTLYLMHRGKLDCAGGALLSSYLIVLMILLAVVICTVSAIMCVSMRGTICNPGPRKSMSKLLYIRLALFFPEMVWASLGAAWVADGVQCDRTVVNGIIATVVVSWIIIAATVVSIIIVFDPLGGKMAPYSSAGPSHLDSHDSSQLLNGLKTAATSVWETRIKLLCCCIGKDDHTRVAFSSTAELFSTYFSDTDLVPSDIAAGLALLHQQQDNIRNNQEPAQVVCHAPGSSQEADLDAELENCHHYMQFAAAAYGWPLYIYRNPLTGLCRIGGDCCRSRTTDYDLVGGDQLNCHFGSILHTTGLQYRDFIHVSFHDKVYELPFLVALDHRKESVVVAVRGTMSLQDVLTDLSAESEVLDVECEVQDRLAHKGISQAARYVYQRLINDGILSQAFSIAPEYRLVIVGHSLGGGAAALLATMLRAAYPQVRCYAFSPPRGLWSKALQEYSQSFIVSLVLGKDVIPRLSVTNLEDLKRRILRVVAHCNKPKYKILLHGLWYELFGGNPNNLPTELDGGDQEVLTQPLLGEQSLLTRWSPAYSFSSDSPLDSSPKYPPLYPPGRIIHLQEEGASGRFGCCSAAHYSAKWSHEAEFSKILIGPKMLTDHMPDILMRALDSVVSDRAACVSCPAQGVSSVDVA
CAL PDZ inh – blocks peptide binding to human CAL PDZ domain; Q9HD26; purified CAL PDZ, TMR-peptide fluorescence polarization, 1 h; inhibition, % at 20 µM; actives 0.02% (n = 330,000); AID 504414;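 active = highest replicate inhibition of at least 40%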;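 also: plate controls were DMSO neutral control wells for no effect and unlabeled competitor peptide control wells for full effect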
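material = purified tagged CAL PDZ domain construct (CerCALP) | buffer or medium = sodium phosphate/NaCl buffer pH 7.4 with TCEP, IgG, Thesit | reagent = TMR-labelled reporter peptide T*-PRC34 bound in PDZ groove | incubation = 1 h room-temperature incubation prior to read | measured by = fluorescence polarization (mP) | evaluation = percent inhibition from loss of millipolarization | control set = unlabelled peptide and DMSO controls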
AddAB inh – less growth of phage-infected E. coli with AddAB | E. coli expressing H. pylori AddAB, absorbance growth | inhibition, % at 11.9 µM | actives 0.29% (n = 330,000) | AID 435030; in the data active = inhibition above about 12%;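 also: 0% = vehicle wells of infected cells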
PvdQ acylase – P. aeruginosa PvdQ acylase inhibition. purified PvdQ acylase, fluorescence plate reader. inhibition, % at 10 µM. actives 0.063% (n = 340,000); in the data active = inhibition above about 30%, passing the limit was not always enough;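 also: 0% = vehicle neutral wells and 100% = reference inhibitor wells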
E coli growth – bacterial growth inhibition, counter-screen for AddAB inhibitors; AID 449728; actives 0.27% (n = 330,000); E. coli V3065 growth, OD600 absorbance, 18 h; inhibition, % at 11.9 µM;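 active = inhibition above the campaign's mean inhibition across all tested compounds plus 3 SD, cut at about 9.9% in these data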;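 also: uninfected addAB+ strain grown without phage in ampicillin broth; 0% = DMSO wells and 100% = ciprofloxacin 0.95 µg/ml wells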
phage Ecoli inh – E. coli growth loss with phage present; inhibition, % at 11.9 µM; actives 0.26% (n = 360,000); growth absorbance; AID 651602; in the data active = inhibition above about 11%
Tat transport – inhibitors of E. coli Tat protein transport. E. coli MC4100 TorA-mCherry Tat export, fluorescence. inhibition, % at 10 µM. actives 0.036% (n = 340,000);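 active = mean replicate inhibition at least 50% and at least half of replicates individually reaching 50%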;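 also: exported cargo escapes ClpAP degradation while cytoplasmic cargo is degraded and loses fluorescence; 0% = median of neutral control wells and 100% = median of NaSCN control wells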
PfHsp90 yeast 2 – growth inhibition of yeast expressing Plasmodium Hsp90 | inhibition, % at 9.4 µM | AID 504621 | S. cerevisiae expressing PfHsp90, BacTiter-Glo ATP, 48 h; yeast lacking PDR1 and PDR3 efflux regulators | actives 0.32% (n = 310,000);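 active = every replicate shows inhibition above about 80%, whatever the replicate mean, limit read from the data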;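 also: 0% = DMSO neutral controls and 100% = 20 µM radicicol positive controls; yeast relying on Plasmodium falciparum Hsp90 in place of its own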
Rtt109 HAT inh – C. albicans Rtt109 histone acetyltransferase inhibition; Q5AAJ8; AID 540336; actives 0.16% (n = 330,000); inhibition, % at 34.9 µM; purified Rtt109/Vps75, ThioGlo CoA-SH fluorescence, 4 h;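 active = inhibition of at least 50% in every replicate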
Target sequence (Q5AAJ8 whole entry, looked up): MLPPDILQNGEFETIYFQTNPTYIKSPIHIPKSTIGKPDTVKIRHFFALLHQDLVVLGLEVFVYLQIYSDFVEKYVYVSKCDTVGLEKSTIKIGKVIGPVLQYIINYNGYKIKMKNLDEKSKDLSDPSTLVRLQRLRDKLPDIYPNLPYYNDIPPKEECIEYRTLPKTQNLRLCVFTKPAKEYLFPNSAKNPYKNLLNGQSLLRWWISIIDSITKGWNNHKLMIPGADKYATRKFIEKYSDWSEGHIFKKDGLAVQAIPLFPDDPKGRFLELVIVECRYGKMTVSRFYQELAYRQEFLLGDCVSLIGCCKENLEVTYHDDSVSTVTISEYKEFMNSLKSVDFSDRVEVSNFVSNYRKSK
The depositor's hits bear a star; . = not tested or not shown; & = joins results of further samples.

SMILES	Wnt act	DAGLB inh	CAL PDZ inh	AddAB inh	PvdQ acylase	E coli growth	phage Ecoli inh	Tat transport	PfHsp90 yeast 2	Rtt109 HAT inh
Cc1noc(C)c1CSc1ncnc2sc3c(c12)CCCCC3	-3	-8	-0.7	0.8	-8	-0.3	1.2	-5	-35	-3
CC(=O)Nc1ccc(S(=O)(=O)NN=CCCc2ccccc2)cc1	-3	1	-0.2	.	-6	.	3.6	-2	1	-5
CN(C)CCCn1cnc2c1c(=O)[nH]c(=O)n2Cc1ccccc1	3	-1	2.1	-0.9	12	0.4	-3.9	3	2	0
Cc1cc(-c2ccccc2)nc2cc(C(=O)NCCCn3ccnc3)nn12	.	2	-0.9	2.7	-9	0.1	.	-3	-2	-1
CC1Oc2ccccc2N(CC(=O)NCCc2ccccc2)C1=O (stereo not given)	.	2	-2.3	2.3	-24	-1.4	0.2	0	.	-2
O=C(Cn1cnc2c(nnn2Cc2ccc(Cl)cc2)c1=O)NCc1ccco1	.	5	1.5	0.2	18	-1.1	0.8	4	-8	6
NC(=O)CS(=O)(=O)c1nc2ccccc2n1CC(=O)N1CCCCC1	0	2	-0.2	-2.7	-13	-1.4	2.8	0	-1	-2
O=C(O)c1ccc(-c2nc3ccccc3[nH]2)cc1	-1	3	0.3	-1.8	-11	-2.1	1.7	-1	10	14
COc1ccc(C(=O)NCCc2cn3ccc(C)cc3n2)cc1	11	0	0.2	2.9	-14	4.5	5.0	8	-3	-5
COC(=O)c1ccc(Sc2ccc(F)cc2)c(N)c1	-1	-4	-0.2	1.3	-11	0.8	.	10	-13	2
O=c1cnnc(N/N=C/c2cccs2)[nH]1	-2	2	-0.5	2.3	1	0.9	-0.3	-2	-9	3
O=C(CN1CCN(c2nc(-c3ccc(F)cc3)cs2)CC1)Nc1ccc2c(c1)OCO2	-1	-1	-2.4	1.0	6	1.2	0.2	1	-17	27
CCCN(C(=O)CCNC(=O)Cn1cnc2ccccc2c1=O)c1cccc(C)c1	-2	0	-1.1	3.9	-12	-0.9	-2.1	-5	18	3
NCC(=O)c1cccc2ccc[n+]([O-])c12	-1	3	-1.0	2.0	-11	-2.3	2.3	-6	0	11
COc1ccc(OC)c(NC(=O)CCN2CCN(CCO)CC2)c1	-1	-3	-0.2	0.7	3	0.7	-1.7	-12	6	0
COc1cc(NC(=O)CCn2c(=S)oc3ccccc32)cc(OC)c1OC	1	-1	0.4	-2.0	0	0.1	0.6	-7	5	-4
COc1ccc(CCN2C(=O)CC(NNC(=O)c3ccccc3Br)C2=O)cc1OC (stereo not given)	-3	-2	-0.1	5.4	-15	-1.0	4.4	-5	-3	-6
Cc1c(CN(C)C(=O)/C=C/c2ccc([N+](=O)[O-])cc2)cnn1C	-3	1	0.5	3.5	-18	0.2	2.0	-6	-11	5
C[C@]12CC[C@@H]3c4ccc(O)cc4CC[C@H]3[C@@H]1CCC2=O	2	0	0.0	-3.0	4	-0.6	1.6	3	-5	14
O=C(Nc1ccc(Cc2ccc(NC(=O)C3CC3)c(O)c2)cc1O)C1CC1	.	2	0.2	2.1	-8	-0.7	4.7	-7	42	0
O=C(CSCc1ccccc1Br)NNC(=S)NCc1ccco1	-3	2	-2.5	1.3	-9	1.0	1.6	3	16	9
CCOc1ccc(S(=O)(=O)N2CCC(C(=O)OCc3cccc(OC)c3OC)CC2)cc1	-4	-4	-0.3	2.3	-8	0.7	2.7	-1	-5	-1
O=C(O)c1ccc(-c2nc3ccccc3s2)o1	28	2	0.4	0.3	1	0.8	0.5	-4	-18	0
COc1ccccc1N1CCN(C(=O)CCS(=O)(=O)c2ccc3c(c2)oc(=O)n3C)CC1	1	4	-3.8	4.1	-14	-1.4	-1.7	3	0	-1
O=C(NCCc1ccccc1)C(c1ccncc1)N(C(=O)c1csnn1)C1CC1 (stereo not given)	3	-2	0.3	-1.0	-3	-3.2	0.5	-2	-6	-5
O=c1[nH][nH]c(=O)c(Cl)c1Cl	0	2	-0.3	.	-19	.	-0.9	5	.	1
Cc1ccc(NC(=O)CCC(=O)NNC(=O)/C=C/C(=O)O)c(C)c1	1	-1	-0.3	0.9	0	0.6	2.7	-9	5	5
CSc1nc2nc3c(cc2c(=O)[nH]1)C(O)Oc1ccc(C)cc1-3 (stereo not given)	-3	2	-2.0	3.5	12	0.4	3.7	7	6	-1
COc1cccc2c1N1C(=O)c3c(C(=O)O)cccc3C1CC2(C)C (stereo not given)	.	0	-0.7	.	-17	.	2.0	-5	-6	-8
O=C(O)c1ccccc1-c1nc2ccccc2c(=O)[nH]1	16	1	-0.4	5.5	3	-1.4	2.3	-2	-3	-2
Cc1cc(C)nc(Nc2ccc(N3CCOCC3)cc2)n1	.	-1	0.7	6.0	11	-1.5	3.1	-4	-18	11
CCOCCCNC(=O)/C(C#N)=C/c1ccccc1F	-2	2	1.0	0.0	-7	-0.2	1.4	12	-6	-3
N#Cc1ccccc1COC(=O)CCN=C1NS(=O)(=O)c2ccccc21	-4	-1	1.0	0.2	8	-1.8	-0.1	6	.	1
Cc1n[nH]c(=O)c2c(NC(=O)CSc3ccccc3F)oc(C)c12	0	0	-1.9	0.9	18	2.6	-0.2	0	.	23
O=C(NC(=S)Nc1ccc2ncccc2c1)c1ccccc1	15	-2	-0.7	-0.3	-10	-2.1	4.7	1	0	-7
O=C(NCCCc1ccccc1)c1cccc(Br)c1	2	-7	-0.9	1.6	21	2.6	2.8	-12	-6	6
O=C(NCCCNC(=O)c1cnccn1)c1cccc(Cl)c1	0	2	-2.3	3.2	-4	0.9	-0.3	3	-27	-4
COc1ccccc1C1c2[nH]c3ccccc3c2CCN1Cc1cnc(C)s1 (stereo not given)	2	-3	-2.4	.	-1	.	3.5	-5	15	-20
COc1cccc2c(=O)n(CC(=O)Nc3ccc(F)cc3)ccc12	-2	-5	-1.1	0.2	14	-0.7	2.7	-5	-4	8
CCOC(=O)Cn1c(=O)oc2cc(S(=O)(=O)N(C)c3cccc(C)c3)ccc21	-4	0	-2.9	3.0	-1	0.3	1.7	7	-29	2
Cc1cccc(OCC(=O)Nc2ccc(C(=O)Nc3ccccc3C(=O)O)cc2)c1C	2	7	-2.4	1.8	4	-1.2	-2.8	-5	-5	-5
CCc1ccc(OCC(=O)O/N=C(\N)c2ccncc2)c(Br)c1	31*	-2	-1.7	0.3	11	0.7	-2.0	4	4	-4
Cc1cc(N/N=C/c2ccc(N(C)C)cc2)c2ccccc2n1	3	-1	-0.2	5.3	-34	-1.9	12*	-6	-25	1
O=C(Nc1ccccc1C(=O)N1CCN(Cc2ccccc2)CC1)c1ccccn1	.	-2	-0.8	1.4	0	0.6	0.2	-5	0	-16
O=C(NCc1ccco1)c1cc(C(=O)C2CCCCC2)c[nH]1	6	-1	-0.3	2.8	7	-0.2	3.9	-1	-8	-1
COc1cccc(C(=O)NC(=S)Nc2ccc(N(C)C)cc2)c1	17	-6	-0.8	-1.6	14	-0.3	3.6	2	-13	7
COc1ccc(/C=C(\NC(=O)c2ccc(C)cc2)C(=O)N2CCCCC2)cc1	0	0	-2.0	-1.4	10	-2.0	0.6	-3	0	-10
c1ccc(-c2nc(-n3ccnc3)nc(-n3ccnc3)n2)cc1	.	0	-2.4	-1.5	-13	-2.6	2.4	-4	.	-3
CCCCN1C(=O)/C(=C2\SC(N3CCCCC3)=NC2=O)c2ccccc21	20&14	20	2.3	0.7	-1	-1.6	2.6	22	-33	-1
O=C(CSc1nnc(-c2ccccc2O)o1)N1CCc2ccccc2C1	.	-7	-1.4	-1.7	-12	-3.2	1.0	-1	16	-3
O=C(NC1CCCC1)c1cc2nc(-c3ccccc3)cc(-c3ccccc3)n2n1	0	3	-0.7	-0.3	-20	-0.9	3.0	-1	-15	13
Cc1ccc(C(=O)Nc2nc(C(C)(C)C)cs2)s1	.	-11	-0.9	2.8	-5	1.7	1.7	-2	-19	6
O=C(Nc1ccc2c(c1)OCCO2)c1cc(F)c(F)cc1Cl	18	-1	3.4	3.3	27	0.9	2.1	-3	5	-6
Cc1cc(C(=O)OC2CCOC2=O)c2ccccc2n1 (stereo not given)	.	0	0.8	0.3	11	0.2	0.9	12	20	9
Cn1nc(C(=O)Nc2cccc(C(=O)NC3CC3)c2)c2ccccc2c1=O	7	0	-0.2	1.1	-13	-2.1	1.5	-6	-15	1
Cc1ccc(C(=O)OC2CCCN(C)C2)cc1 (stereo not given)	1	0	-0.2	6.0	-10	0.1	6.0	4	-1	-25
CNS(=O)(=O)c1cc(NC(=O)CCCNC(=O)c2ccc(Cl)cc2)ccc1C	0	0	-2.3	2.8	-11	0.4	3.3	6	-19	2
COCc1ccc(C(=O)N2CCCC(Nc3ccc(C(C)C)cc3)C2)s1 (stereo not given)	1	0	-1.6	2.6	-14	-0.9	0.2	-3	-1	1
COc1ccc(OC)c(NC(=O)CSc2ccc3ccccc3c2)c1	.	-6	-1.6	4.7	-11	3.3	4.3	-2	-7	-10
Cc1ccc2nc(-c3ccc(SCC(=O)Nc4nc(C)cs4)nc3)[nH]c2c1	.	0	0.4	0.2	-7	1.6	1.7	-5	24	-3

Next section:
SMILES	Wnt act	DAGLB inh	CAL PDZ inh	AddAB inh	PvdQ acylase	E coli growth	phage Ecoli inh	Tat transport	PfHsp90 yeast 2	Rtt109 HAT inh
O=C(Nc1ccc(NC(=O)C2CC2)nc1)c1ccco1	15	2	-0.3	1.1	-4	0.1	4.0	0	-24	-3
NC(=O)C1=C[C@@H](c2ccc(Br)cc2)C[C@@H](OCc2ccc(CO)cc2)O1	-3	0	-3.2	1.7	-7	-1.9	-0.3	7	23	-2
O=[N+]([O-])c1cccc(-c2nnnn2-c2cccc(F)c2)c1	-2	4	0.5	1.0	-1	0.8	0.5	10	-15	1
CN(C)C(CNC(=O)CCc1nc2ccccc2s1)c1ccccc1 (stereo not given)	3	3	-0.7	3.1	-2	1.3	2.6	2	4	8
O=C(COc1ccccc1[N+](=O)[O-])OCC(=O)c1ccc(Br)s1	-6	-1	-0.6	-2.0	-11	-1.2	1.2	-7	-34	3
CC1CCCC(C)N1C(=O)COC(=O)CNC(=O)c1ccc(Cl)cc1Cl (stereo not given)	-2	2	-2.4	2.2	-11	2.4	4.3	1	-34	5
Cc1cccc(Nc2nnc(SCC3CCCCO3)s2)c1 (stereo not given)	0	0	-0.2	3.9	0	-1.0	4.1	4	-11	-8
Cc1ccnc(NC(=O)Cc2ccc(F)cc2)n1	16	1	-1.3	1.3	-11	-0.2	1.1	2	7	2
CSC1=NCCN1S(=O)(=O)c1ccc(C)cc1	-4	1	-1.9	1.3	-9	0.4	4.9	6	15	-2
Cc1ccc(-c2nc(-c3ccc(Cl)cc3)sc2CC(=O)O)c(C)c1	-1	9	-2.1	1.7	-4	2.6	3.2	6	-9	6

Some entries already given, reduced to Tat transport, Rtt109 HAT inh and AddAB inh:
| SMILES | Tat transport | Rtt109 HAT inh | AddAB inh |
| --- | --- | --- | --- |
| NC(=O)C1=C[C@@H](c2ccc(Br)cc2)C[C@@H](OCc2ccc(CO)cc2)O1 | 7 | -2 | 1.7 |
| O=[N+]([O-])c1cccc(-c2nnnn2-c2cccc(F)c2)c1 | 10 | 1 | 1.0 |
| CN(C)C(CNC(=O)CCc1nc2ccccc2s1)c1ccccc1 (stereo not given) | 2 | 8 | 3.1 |

Screening results deposited in PubChem by several laboratories.

No enrichment for hits; overall some 1.9% were active at least once.
